Screening results (PubChem BioAssay)
FadD28 binding – inhibitors of Mycobacterium tuberculosis FadD28 bisubstrate binding. inhibition, % at 12.5 µM. 360,000 compounds, 0.22% hits. AID 588549. FadD28 bisubstrate probe binding, fluorescence polarization; in the data active means inhibition above about 8.5%, passing the limit was not always enough; inconclusive means no clear call, values can overlap the other calls
GDH-TPI counter – GDH-TPI coupled enzyme inhibition counter-screen | GDH-TPI coupled enzyme counterscreen, NADH absorbance | inhibition, % at 4.8 µM | 360,000 compounds, 1.2% hits;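 further: 0% = DMSO wells and 100% = wells lacking the enzyme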
BoNT-A LC inh2 – blocks Botulinum neurotoxin A light chain protease; inhibition, % at 10 µM; 360,000 compounds, 0.17% hits; multiplex microsphere protease substrate cleavage, flow cytometry; AID 588499; in the data active means inhibition above about 30%; inconclusive means no clear call, values can overlap the other calls; further: plate controls were buffer without enzyme for full effect and enzyme alone for no effect
CCHF vOTU inh – CCHFV vOTU protease inhibition. Pep-AMC fluorescence. inhibition, % at 11.5 µM. 370,000 compounds, 0.55% hits; further: 0% = vehicle wells with enzyme and 100% = no enzyme wells
Mtb UGM inh – inhibitors of M. tuberculosis UDP-galactopyranose mutase | AID 504406 | purified UGM, fluorescence polarization probe displacement | 320,000 compounds, 0.06% hits | P9WIQ1 | inhibition, % at 10 µM; in the data active means inhibition above about 10%, passing the limit was not always enough; inconclusive means no clear call, values can overlap the other calls
Target sequence (P9WIQ1 whole entry, looked up): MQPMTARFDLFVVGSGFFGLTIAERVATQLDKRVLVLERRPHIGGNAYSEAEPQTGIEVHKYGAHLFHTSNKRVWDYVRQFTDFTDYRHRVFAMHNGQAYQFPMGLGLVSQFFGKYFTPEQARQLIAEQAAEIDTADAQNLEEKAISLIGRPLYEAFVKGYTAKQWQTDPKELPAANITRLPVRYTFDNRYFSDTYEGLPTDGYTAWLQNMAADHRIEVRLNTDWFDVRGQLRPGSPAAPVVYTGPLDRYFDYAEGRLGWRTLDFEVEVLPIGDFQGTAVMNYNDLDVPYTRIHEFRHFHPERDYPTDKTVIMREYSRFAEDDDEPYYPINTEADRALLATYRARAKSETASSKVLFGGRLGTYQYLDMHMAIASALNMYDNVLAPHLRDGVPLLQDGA
BoNT F protease – inhibitors of Botulinum neurotoxin F light chain protease. inhibition, % at 10 µM. AID 588497. 360,000 compounds, 0.22% hits. Multiplex microsphere protease cleavage assay, flow cytometry; in the data active means inhibition above about 35%, passing the limit was not always enough; inconclusive means no clear call, values can overlap the other calls; further: plate controls were buffer without enzyme for full effect and enzyme alone for no effect
PrPC surface inh – inhibitors of human cell surface prion protein PrPC; P04156; TR-FRET read-out; inhibition, % at 13.8 µM; 370,000 compounds, 0.43% hits; AID 720596; in the data active means inhibition above about 24%; further: 0% = median of the test wells and 100% = reference compound wells
Mtb BioA inh – BioA (M. tuberculosis) enzyme inhibition; purified M. tuberculosis BioA enzyme, plate reader; inhibition, % at 9.99 µM; 360,000 compounds, 0.096% hits; in the data active means inhibition above about 40%; inconclusive means no clear call, values can overlap the other calls
FBA Mtb inh – Mtb fructose-bisphosphate aldolase inhibition; 360,000 compounds, 2.3% hits; inhibition, % at 1 µM; AID 588726; purified M. tuberculosis FBA, fluorescence read-out; in the data active means inhibition above about 27%;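 further: 0% = vehicle and 100% = reference inhibitor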
Target sequence (P9WQA3 whole entry, looked up): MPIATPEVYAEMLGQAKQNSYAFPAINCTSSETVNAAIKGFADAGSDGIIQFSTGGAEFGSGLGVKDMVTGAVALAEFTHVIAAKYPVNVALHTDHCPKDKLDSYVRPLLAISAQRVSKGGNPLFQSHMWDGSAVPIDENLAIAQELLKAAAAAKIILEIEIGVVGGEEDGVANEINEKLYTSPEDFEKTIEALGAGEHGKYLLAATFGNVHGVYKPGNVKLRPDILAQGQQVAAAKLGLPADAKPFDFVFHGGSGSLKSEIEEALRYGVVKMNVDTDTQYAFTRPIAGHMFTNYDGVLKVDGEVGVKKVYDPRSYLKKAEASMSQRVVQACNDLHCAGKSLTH
The depositor's hits bear a star; ? = inconclusive; . = no result given. Unless noted, no stated cut-off is given here; in the data, active means inhibition above about 30%; inactive means the rest.

SMILES	FadD28 binding	GDH-TPI counter	BoNT-A LC inh2	CCHF vOTU inh	Mtb UGM inh	BoNT F protease	PrPC surface inh	Mtb BioA inh	FBA Mtb inh
CC(C)N1CCN(Cc2nc(-c3ccccc3)cs2)CC1CCO (configuration not stated)	-0.6	4	-0.5	-9	-0.2	-1	1	-0.2	-1
CC(C)(C)c1ccc(C(=O)Nc2cnccn2)cc1	-4.9	3	1.2	-15	2.9	6	-4	0.2	1
Nc1nnc(SCC(=O)NC2CCCCCC2)s1	-0.9	1	6.5	-3	2.6	15	9	-1.2	5
O=C(Nc1ccccc1Cl)c1cc(C2CCCCN2C(=O)CCCc2ccccc2)on1 (configuration not stated)	-2.4	13	-0.8	2	.	-3	-5	-1.0	2
NC(=O)C1CCN(CC(=O)Nc2ccc(S(=O)(=O)N3CCOCC3)cc2)CC1	-0.2	0	-1.5	0	-1.7	23	-4	1.2	3
Cc1nn(C(=O)c2cccs2)c(C)c1CN1C(=O)c2ccccc2C1=O	-2.6	3	0.6	-8	2.9	1	-2	0.9	0
O=C(N/N=C/c1ccc(Br)o1)c1cccnc1	0.5	16	-0.8	-14	1.3	-3	1	.	1
CN1CCC(C)(C(=O)Nc2cccc(Oc3ccccc3)c2)C1 (configuration not stated)	-1.0	-5	0.2	-5	.	7	1	-4.2	3
Cc1ccccc1-c1nc2cc(Cl)ccc2o1	-3.0	-4	0.5	-9	-2.7	-15	0	-0.3	17
Cc1ccc(C2=NN(C(=O)CCCC(=O)O)C(c3ccco3)C2)cc1 (configuration not stated)	-1.8	-2	-0.1	-12	-1.6	-8	-8	.	0
OC(CN1CCc2ccccc2C1)c1ccccc1 (configuration not stated)	-2.4	-15	-0.7	1	0.3	-2	4	.	1
CC(=O)Nc1ccc(N2C(=O)C3C4CC(=O)C(c5ccccc54)C3C2=O)cc1 (configuration not stated)	-2.1	13	-0.5	7	3.2	1	3	-1.7	1
COC(=O)c1ccc(CSc2nnc(NC(=O)c3cc4c(s3)CCCC4)s2)cc1	-1.1	11	0.7	15	-4.1	0	3	.	3
O=C(Nc1ccc2ccccc2n1)C1CCCCC1	-5.7	-6	-0.1	5	8.9	?	5	2.9	1
O=C1CC2C(CCC23OCCO3)c2ccc3ccccc3c21 (configuration not stated)	-1.8	11	-0.2	7	.	-1	-8	.	3
CCOc1ccc(C2CC(c3ccccc3C)n3ncnc3N2)cc1 (configuration not stated)	-2.7	4	-0.8	8	0.7	-2	5	-0.7	1
CC1CCN(CCNC(=O)CN(C)S(=O)(=O)c2cccc3nsnc23)CC1	-0.8	12	0.6	-3	0.6	12	-29	-0.8	1
CC1(Cc2ccc(Cl)c(Cl)c2)C(=O)Nc2ccc(S(=O)(=O)NC3CCCCC3)cc21 (configuration not stated)	-1.8	4	-0.5	6	.	0	16	-0.5	3
CC1CC(C)CN(CCOCCSc2ccccc2)C1 (configuration not stated)	-1.2	9	1.1	-12	0.2	9	0	.	-1
CCc1ccc(C(=O)N/N=C/c2cccc3ccccc23)nc1	-3.7	10	2.6	-17	0.6	0	4	.	0
CC(C)C1=C2CCCCC2NC(=O)N1 (configuration not stated)	1.2	20	0.8	-4	6.6	10	1	-4.8	7
CCCCNC(=O)c1nc(C2CCN(S(=O)(=O)c3csc(C(=O)O)c3)CC2)oc1-c1ccccc1	-3.1	.	-0.2	30*	.	-6	-1	1.0	1
CCc1ccc(CCC(=O)N2CCN(S(=O)(=O)c3sc(C(=O)O)c(C)c3C(=O)O)CC2)cc1	-2.7	0	-8.4	8	.	-26	6	-0.3	-2
Cn1cnnc1SCc1ccc(C(=O)N/N=C(\CCC(=O)O)c2ccc(C(C)(C)C)cc2)cc1	-5.1	2	2.1	-1	2.0	10	7	2.2	0
Cc1ccc2c(c1)C(c1ccccc1)N(C(=O)c1ccc3c(c1)OCO3)CC(=O)N2 (configuration not stated)	2.1	11	0.6	-5	-2.4	-4	5	0.1	2

Later entries.
SMILES	FadD28 binding	GDH-TPI counter	BoNT-A LC inh2	CCHF vOTU inh	Mtb UGM inh	BoNT F protease	PrPC surface inh	Mtb BioA inh	FBA Mtb inh
C/C(=N\NC(=O)c1ccccc1F)c1ccc2c(c1)Nc1ccccc1S2	-0.4	10	-0.4	-1	1.7	-10	1	.	0
Cc1cc(C(=O)Nc2ccc3c(c2)OCCO3)c2ccccc2n1	-0.2	4	-0.5	-7	0.6	0	2	.	1
O=Nc1c(-c2c(O)[nH]c3cc(Br)ccc23)[nH]c2ccccc12	0.4	16	0.4	9	-0.4	-76	-50	-3.1	3
C(=N\n1cncn1)/c1ccc(N2CCOCC2)cc1	-0.6	46*	-0.2	2	-1.2	1	-12	1.3	-3
CN(C)C1=NP(N(C)C)(N(C)C)=NC(c2ccccc2)=N1	-3.6	-7	-0.4	11	-5.2	-9	1	1.1	2
COc1ccc(/C=N/NC(=O)c2ccc(COc3ccccc3Cl)o2)c(OC)c1C	-2.5	9	-0.1	-9	0.8	-1	-7	-1.2	-6
CSc1ccccc1-n1nnnc1SCC(=O)NCc1cccs1	-2.3	12	-1.7	8	0.5	?	5	-1.0	3
CNC(=O)CSc1nc2cc(S(=O)(=O)Nc3ccccc3OC)ccc2o1	2.5	5	0.9	16	-0.1	18	-1	0.3	-1
Cc1ccc(SCCC(=O)NC(C)C)cc1	-3.0	2	-0.4	-5	-1.0	4	1	-1.8	0
COc1ccc(C2C(C(=O)Nc3cccc(OC)c3)c3ccccc3C(=O)N2C)cc1 (configuration not stated)	-4.2	4	-0.5	12	-1.7	-1	-5	-1.2	1
Cc1ccc(Cl)c(NC(=O)CCl)c1Cl	-3.3	3	0.2	0	-2.1	-2	10	.	-2
Cc1ccc2c(c1)NC(C(C)(C)C)CO2 (configuration not stated)	-1.0	3	-1.1	2	-1.3	-11	-6	-0.9	5
CC(=O)N(CN1C(=O)CCC1=O)c1cccc(Cl)c1	-4.2	4	-0.3	-10	-1.1	-8	8	-0.1	-1
CCCCN(CC)C(=O)CSc1nc2c(sc(=S)n2-c2ccc(OCC)cc2)c(=O)[nH]1	5.8	5	0.0	-2	.	7	-9	4.0	2
O=C(Nc1ccn(Cc2c(F)c(F)c(F)c(F)c2F)n1)c1ccc(COc2ccccc2Cl)cc1	-2.9	4	-4.2	-14	-0.3	-8	5	-0.7	1
CCOc1ccc(-c2nc(CSCC(=O)NCC3CCCO3)c(C)o2)cc1 (configuration not stated)	-2.0	0	1.5	-5	-0.8	2	3	0.2	2
Cc1c(-n2c(SCC(N)=O)nc3ccccc3c2=O)c(=O)n(-c2ccccc2)n1C	-0.3	1	0.0	-2	4.8	3	9	.	-1
Cc1ccc(NC(=O)Cn2nnc3ccccc32)cc1	0.1	4	-4.5	-4	-0.8	-8	7	-0.1	5
CCCn1c(=N)n(CC(=O)c2ccco2)c2ccccc21	-0.3	-5	0.2	0	4.1	1	-10	-0.5	0
Cc1ccccc1-c1nnc(SCC(=O)N(CC(C)C)c2c(N)n(CC(C)C)c(=O)[nH]c2=O)n1C	-1.3	-1	-0.1	11	3.2	-3	0	.	-1
COc1cccc(CC(=O)Nc2nc(-c3ccc(OC)c(OC)c3)cs2)c1	-2.4	10	-3.5	1	0.5	-26	2	-2.2	-2
COc1ccc(NC(=O)CSCC(=O)N(C)CCOc2ccc(Cl)cc2)cc1	-4.4	6	0.4	-6	1.1	-2	4	2.3	-2
CCOc1ccc(NS(=O)(=O)c2ccc3ncsc3c2)cc1	-3.2	4	-0.2	-5	1.9	-1	5	.	0
Cc1cc(C)c2c(=O)n(CC(=O)Nc3ccc(Cl)cc3)sc2n1	-0.6	1	48*	-7	-0.2	5	-3	.	5
CNC(=S)NNC(=O)Cc1ccc(O)cc1	-2.5	8	1.9	18	-0.7	9	-1	2.2	3

13 entries from above, bar-delimited.
Molecule | FadD28 binding | GDH-TPI counter | BoNT-A LC inh2 | CCHF vOTU inh | Mtb UGM inh | BoNT F protease | PrPC surface inh | Mtb BioA inh | FBA Mtb inh
Nc1nnc(SCC(=O)NC2CCCCCC2)s1 | -0.9 | 1 | 6.5 | -3 | 2.6 | 15 | 9 | -1.2 | 5
O=C(Nc1ccccc1Cl)c1cc(C2CCCCN2C(=O)CCCc2ccccc2)on1 (configuration not stated) | -2.4 | 13 | -0.8 | 2 | . | -3 | -5 | -1.0 | 2
NC(=O)C1CCN(CC(=O)Nc2ccc(S(=O)(=O)N3CCOCC3)cc2)CC1 | -0.2 | 0 | -1.5 | 0 | -1.7 | 23 | -4 | 1.2 | 3
Cc1nn(C(=O)c2cccs2)c(C)c1CN1C(=O)c2ccccc2C1=O | -2.6 | 3 | 0.6 | -8 | 2.9 | 1 | -2 | 0.9 | 0
O=C(N/N=C/c1ccc(Br)o1)c1cccnc1 | 0.5 | 16 | -0.8 | -14 | 1.3 | -3 | 1 | . | 1
CN1CCC(C)(C(=O)Nc2cccc(Oc3ccccc3)c2)C1 (configuration not stated) | -1.0 | -5 | 0.2 | -5 | . | 7 | 1 | -4.2 | 3
Cc1ccccc1-c1nc2cc(Cl)ccc2o1 | -3.0 | -4 | 0.5 | -9 | -2.7 | -15 | 0 | -0.3 | 17
Cc1ccc(C2=NN(C(=O)CCCC(=O)O)C(c3ccco3)C2)cc1 (configuration not stated) | -1.8 | -2 | -0.1 | -12 | -1.6 | -8 | -8 | . | 0
OC(CN1CCc2ccccc2C1)c1ccccc1 (configuration not stated) | -2.4 | -15 | -0.7 | 1 | 0.3 | -2 | 4 | . | 1
CC(=O)Nc1ccc(N2C(=O)C3C4CC(=O)C(c5ccccc54)C3C2=O)cc1 (configuration not stated) | -2.1 | 13 | -0.5 | 7 | 3.2 | 1 | 3 | -1.7 | 1
COC(=O)c1ccc(CSc2nnc(NC(=O)c3cc4c(s3)CCCC4)s2)cc1 | -1.1 | 11 | 0.7 | 15 | -4.1 | 0 | 3 | . | 3
O=C(Nc1ccc2ccccc2n1)C1CCCCC1 | -5.7 | -6 | -0.1 | 5 | 8.9 | ? | 5 | 2.9 | 1
O=C1CC2C(CCC23OCCO3)c2ccc3ccccc3c21 (configuration not stated) | -1.8 | 11 | -0.2 | 7 | . | -1 | -8 | . | 3

Additional compounds
SMILES	FadD28 binding	GDH-TPI counter	BoNT-A LC inh2	CCHF vOTU inh	Mtb UGM inh	BoNT F protease	PrPC surface inh	Mtb BioA inh	FBA Mtb inh
Nc1nc(Cl)nc2c1ncn2[C@@H]1O[C@H](CO)[C@@H](O)[C@H]1O	-0.5	11	0.2	-3	-1.2	-11	7	-0.5	4
COc1ccc(NC(=O)COc2cccc3c2OC(C)(C)C3)cc1OC	-1.9	-4	?	10	-3.3	?	10	1.9	-1
Cc1cccc(COC(=O)CCCNC(=O)c2ccc(Cl)cc2)c1	-5.8	3	-1.0	1	1.5	-2	5	0.3	0
CCOc1ccc(S(=O)(=O)NCCC(=O)NC2CCC(C)CC2)cc1 (configuration not stated)	-4.7	-4	-0.4	-15	-1.4	-8	-1	3.2	0
O=C(NNC(=O)c1ccc(=O)[nH]c1)c1ccc(NS(=O)(=O)c2cccs2)cc1	-0.7	0	-0.8	1	1.7	-7	0	2.0	-1
O=C1c2cc([N+](=O)[O-])ccc2-c2ncccc21	-0.9	9	0.2	2	1.4	-1	-32	.	0
CCS(=O)(=O)NCCc1csc(-c2ccc(OC)c(OC)c2)n1	-1.0	12	.	-9	-3.3	.	-4	.	55*
Cc1cccc(N(C(=O)Cn2nnc3ccccc32)C(C(=O)NC(C)(C)C)c2ccsc2)c1 (configuration not stated)	-2.9	-7	0.9	-1	-1.9	11	7	0.9	-1
Cc1noc(C)c1CCC(=O)NC1CCCN(Cc2ccc(Cl)cc2)C1 (configuration not stated)	-2.2	6	.	-11	-0.6	.	-5	0.7	3
CCOc1ccc(CCNC(=O)C2CCCN(c3nnc(-n4cccc4)s3)C2)cc1OCC (configuration not stated)	1.2	11	-0.2	-1	-0.9	2	-2	-0.7	1
COc1ccc(-n2nnnc2SCC(=O)Nc2ccc3c(c2)OCCO3)cc1OC	-0.3	-14	0.1	-3	1.0	1	2	0.0	1
O=S(=O)(c1ccccc1)N1CCN(Cc2cccc(Br)c2)CC1	-2.7	0	.	6	0.4	.	6	0.4	0
Cc1ccc(/C=N/Nc2ccc3ccccc3n2)o1	-1.4	14	-0.9	-4	1.1	-1	-2	0.3	15
CCN(Cc1ccccc1)S(=O)(=O)c1ccc(S(=O)(=O)N(Cc2ccccn2)Cc2ccco2)cc1	0.4	12	0.6	-5	2.2	7	-9	.	2

Random draw from the library (roughly 4.8% active in at least one column).
